Screening results (PubChem BioAssay)
LDHA block: inhibitors of human lactate dehydrogenase A; P00338; purified LDHA, NADH/diaphorase-resazurin fluorescence; active compounds read low; activity change, % (values are at about 110 or 230 µM); 480,000 compounds, 0.15% hits; in the data active = activity change below about -30%;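 also: plate controls were DMSO wells for no effect and wells without enzyme for full effect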
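Resorufin fluorescence (ex540/em590), read at 0 and 20 min after diaphorase/resazurin addition, reports the NADH left after a 5 min room-temperature reaction of 2 nM human LDH5 with 0.06 mM NADH and 0.2 mM pyruvate.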
Starred values were filed as active, the others as inactive.

no.	Structure	LDHA block
1	COc1ccc(C2c3c(n[nH]c3C)Nc3[nH]c(=O)[nH]c(=O)c32)c(OC)c1 (configuration not stated)	-4
2	COc1ccc(CNC(=O)CSc2nc(-c3ccc4c(c3)OCO4)ccc2C#N)cc1OC	-5
3	CN(Cc1ccsc1)C(=O)CCc1ccccc1	-1
4	Cc1ccc(Nc2nc(NCc3ccc4c(c3)OCO4)nc3nccnc23)c(C)c1	-2
5	Fc1ccc(-c2cn3cc(Br)ccc3n2)cc1F	0
6	COC(=O)c1ccc(C(=O)OCc2cccc(C(=O)OC)c2)cc1	3
7	CC(=O)NC(Nc1cc(C(F)(F)F)ccc1Cl)C(Cl)(Cl)Cl (configuration not stated)	3
8	CSc1nc(Cl)cc(Sc2ccc(C)cc2)n1	5
9	Cc1nc2cc(NS(=O)(=O)c3ccc(F)cc3F)ccc2o1	8
10	CCc1ccc(-c2cc(C(=O)NCc3ccco3)c3ccccc3n2)cc1	-7
11	O=C(CCCCl)c1ccc2c(c1)OCCO2	15
12	CCCNc1c(NC(=O)Nc2ccc(F)cc2)c(=O)oc2ccccc12	4
13	Cc1cc(C(C#N)c2ccc(Cl)cc2)c(Cl)cc1NC(=O)CCCc1ccccc1 (configuration not stated)	4
14	C=CCOc1ccc(C(=O)Nc2cccc(C)c2)cc1	1
15	CCCCc1ccc(N/C=C/C(=O)c2ccc(OCC)cc2)cc1	0
16	CC(C)c1ccc(-n2nnnc2SCc2nc3ccccc3o2)cc1	3
17	O=C(O)/C=C/c1cc(F)c(S(=O)(=O)N2CCN(S(=O)(=O)c3ccc4c(c3)OCCO4)CC2)cc1F	-10
18	CCCOc1ccc(NC(=O)c2ccc(C)cc2)c2cccnc12	0
19	NS(=O)(=O)c1ccc(N/N=C/c2ccc(Cl)c([N+](=O)[O-])c2)c([N+](=O)[O-])c1	4
20	CC1CCN(C(=O)CSc2nc(-c3cccs3)nc3ccccc23)CC1	4
21	CC1(C)CN(Cc2cc(C#N)ccc2F)CCO1	3
22	CCCCn1nnnc1CSc1nnc(-c2ccccc2)n1-c1ccccc1	-31*
23	COC(=O)c1ccc(C(=O)OC)c(NC(=O)COc2ccc(OC)cc2)c1	-8
24	CCNc1c(NC(=O)Nc2ccc(F)cc2)c(=O)oc2ccccc12	-6
25	COc1ccccc1-c1cc(NC(=O)C(C)SC)n[nH]1 (configuration not stated)	13
26	CC1C(=O)N2CCCc3cc(S(=O)(=O)N4CCc5ccccc54)cc1c32 (configuration not stated)	0
27	CCCCCCCCCCCCS(=O)CC(O)CCl (configuration not stated)	1
28	Cc1c(C(=O)OCCOc2ccccc2)sc(=S)n1C	-11
29	CCOc1ccc2nc(SCC(=O)N3CCN(S(=O)(=O)c4ccccc4)C3C(C)C)[nH]c2c1 (configuration not stated)	-4
30	O=C(Nc1ccc(F)cc1)c1cnc(N2CCCCC2)c2ccccc12	0
31	O=C(Nc1cccnc1Cl)C1CCCCC1	-1
32	FC(F)(F)c1ccccc1N/N=C/c1ccc(Cl)cc1Cl	9
33	COc1ccc2c(C)c(CC(=O)N3CCCC3)c(=O)oc2c1	14
34	N#Cc1ccc(CSc2nnc3c(Cl)cc(C(F)(F)F)cn23)cc1	7
35	CCc1c(C)sc(NC(=O)/C=C/c2ccc(F)cc2)c1C#N	-2
36	CCNC(=O)CSc1nc(-c2ccccc2)c(-c2ccccc2)o1	0
37	CCC(C)NC(=O)C(=O)N1CCN(c2nc(C)c3c(c2C#N)CCCC3)CC1 (configuration not stated)	3
38	CCC(NC(=O)c1ccncc1)C12CC3CC(CC(C3)C1)C2 (configuration not stated)	3
39	Cc1ccc(C(=O)CCN2CCC(c3ccccc3)C2)cc1 (configuration not stated)	-4
40	CCNc1nc(SCC(=O)NC(C)(C#N)C(C)C)nc2ccccc12 (configuration not stated)	-18
41	COC(=O)c1cc(S(=O)(=O)Nc2ccc(Cl)cc2F)c[nH]1	-7
42	Cc1c(-n2nnnc2SC(C(=O)N2CCCCC2)c2ccccc2)c(=O)n(-c2ccccc2)n1C (configuration not stated)	-1
43	Brc1ccc2[nH]cc(/C=N/n3cnnc3)c2c1	9
44	CCN(Cc1cc2ccccc2[nH]c1=O)S(C)(=O)=O	3
45	O=C(Cn1c(=O)c2c(ncn2C2CCCC2)n(Cc2ccccc2)c1=O)NC1CCS(=O)(=O)C1 (configuration not stated)	-7
46	Cc1cc2cc(NC(=O)c3ccc(C)c(C)c3)ccc2[nH]1	12
47	Cc1ccc(/C=C(/C#N)c2nc3ccccc3[nH]2)o1	13
48	O=C(NC1CC1)c1ccc(CNc2nc3ccccc3o2)cc1	1
49	Cc1nn(Cc2cccc(Cl)c2)c(C)c1NS(=O)(=O)c1c(C)nn(C(F)F)c1C	-8
50	S=C(NCc1ccccc1)Nc1ccc(Br)cc1	2
51	O=C(OC1CCCCC1=O)c1ccc(Br)cc1 (configuration not stated)	3
52	N#CCCn1cc(C(=O)Nc2ccc(F)cc2)c(-c2cccs2)n1	9
53	COc1cc(C(=O)Nc2oc3c(C)cccc3c(=O)c2-c2ccccc2)cc(OC)c1OC	0
54	CCn1nc(C(=O)OCc2nc(-c3cccc(Br)c3)no2)c2ccccc2c1=O	3
55	COc1ccccc1NC(=O)/C(C#N)=C/c1c[nH]c2ccccc12	6
56	CCOc1ccc(NS(=O)(=O)c2ccc(C(=O)NC3CCN(S(C)(=O)=O)CC3)cc2)cc1	-2
57	Cc1ccccc1NC(=O)/C(C#N)=C/c1ccc(OC(=O)c2ccccc2)cc1	-3
58	CC(=O)c1c(C)[nH]c(C(=O)C(C)OC(=O)c2cccc(O)c2)c1C (configuration not stated)	0
59	CCOC(=O)c1cc(S(=O)(=O)Nc2ccc(CC)cc2)[nH]n1	4
60	Brc1ccc(C2=Nn3c(nnc3-c3ccc4c(c3)OCO4)SC2)cc1	-5

More entries.
no.	Structure	LDHA block
61	COC(=O)c1ccc(CNC(=O)c2ccc(C(C)C)cc2)cc1	9
62	COc1cc(OC)c(C(=O)OCC(=O)Nc2ccccc2)cc1OC	1
63	O=C(COc1ccc(Cl)cc1Cl)OCC(=O)c1ccc(-c2ccccc2)cc1	14
64	COc1cc(/C=C(/C#N)C(=O)C(C)(C)C)ccc1OCc1ccc(Cl)cc1	14
65	CC(C)N(C(=O)Cn1c(C2CC(=O)N(Cc3ccc(F)cc3)C2)nc2ccccc21)c1ccccc1 (configuration not stated)	5
66	Cc1ccc(CN(C(=O)c2cccc(C#N)c2)C2CC2)cc1	-3
67	CC(C)(C)C(=O)NC1CCN(Cc2ccccc2)C1 (configuration not stated)	2
68	Cc1cc(C)cc(NCc2ccccc2CO)c1	8
69	Cc1ccc(Nc2cc(C)nc(Nc3ccc(NC(=O)CC(C)C)cc3)n2)cc1	1
70	Cc1cccnc1NC(=O)Cc1nc(-c2ccccc2)oc1C	1
71	Cc1cc(C)cc(Nc2nc(NCc3ccco3)nc3c2cnn3-c2ccccc2)c1	8
72	O=C(Nc1cccc(C(F)(F)F)c1)C1=CCN(Cc2ccccc2F)CC1	2
73	CCCCC(=O)NC1(C(F)(F)F)C(=O)N(C2CCCC2)C(C)=C1C(=O)OC (configuration not stated)	2
74	CNC(=O)C1(NC(=O)CNC(=O)CC(C)(C)C)CCCCC1	1
75	Cc1nc2c(c(=O)[nH]1)C(c1ccc(OCc3cccc(Cl)c3)cc1)CC(=O)N2 (configuration not stated)	-6
76	CCCNC(=O)Nc1cccc(C(N)=O)c1C	-9
77	CCCCCCCCOc1ccc(-c2ccc(CCCCCCCC)cn2)cc1F	-3
78	O=C(Nc1nnc(-c2cccnc2)s1)C(=O)c1c[nH]c2ccccc12	14
79	C=C(C)CN1CCN(c2nc3c(c(=O)[nH]c(=O)n3C)n2Cc2cccc(Cl)c2)CC1	-6
80	Cc1nn(CC(C)C)c2sc(C(=O)Nc3ccc(S(=O)(=O)N4CCOCC4)cc3)cc12	-1
81	CCc1ccc(S(=O)(=O)c2nnn3c2nc(N2CCC4(CC2)OCCO4)c2sccc23)cc1	3
82	Cc1ccc(-c2ccc3nnc(C)n3n2)cc1S(=O)(=O)Nc1cccc(Cl)c1	5
83	CCc1ccc2oc(-c3cc(NC(=O)C(C)C)ccc3O)nc2c1	1
84	O=C(Cn1cc(/C=C2\NC(=O)N(Cc3ccc([N+](=O)[O-])cc3)C2=O)c2ccccc21)N1CCOCC1	-12
85	CNC(=O)NC(=O)C(C)N(C)Cc1ccccc1 (configuration not stated)	0
86	COc1ccc(C)cc1S(=O)(=O)Nc1ccc(Nc2nc(C)cc(N3CCOCC3)n2)cc1	3
87	O=C(c1cc(F)c(F)c(F)c1F)N(C1CCCCC1)C1CCCCC1	9
88	O=c1[nH]c2ccccc2c(-c2ccccc2)c1Sc1nc2ccccc2s1	-1
89	CCNC(=O)N(C)Cc1nc(-c2ccc(OC)cc2)no1	11
90	CC(=O)SCC(=O)C(C#N)c1ccccn1 (configuration not stated)	-1

Part of the list above in order of number of heavy atoms, low to high:
no.	Structure	LDHA block
90	CC(=O)SCC(=O)C(C#N)c1ccccn1 (configuration not stated)	-1
89	CCNC(=O)N(C)Cc1nc(-c2ccc(OC)cc2)no1	11
87	O=C(c1cc(F)c(F)c(F)c1F)N(C1CCCCC1)C1CCCCC1	9
88	O=c1[nH]c2ccccc2c(-c2ccccc2)c1Sc1nc2ccccc2s1	-1
77	CCCCCCCCOc1ccc(-c2ccc(CCCCCCCC)cn2)cc1F	-3
80	Cc1nn(CC(C)C)c2sc(C(=O)Nc3ccc(S(=O)(=O)N4CCOCC4)cc3)cc12	-1
81	CCc1ccc(S(=O)(=O)c2nnn3c2nc(N2CCC4(CC2)OCCO4)c2sccc23)cc1	3

(list continues)
no.	Structure	LDHA block
91	O=C(NCc1cc(=O)n2nc(-c3ccccc3)sc2n1)Nc1ccccc1	7
92	Cc1cc(OC(C)C(=O)Nc2ccc3nsnc3c2)cc(C)c1Cl (configuration not stated)	-4
93	N#Cc1nc(-c2ccco2)oc1N1CCN(C(=O)c2ccc(F)cc2F)CC1	6
94	C#CCNC(=O)c1ccccc1NC(=O)c1cccc2cccnc12	7
95	Cc1ccc(I)c(C(=O)NC(C)(C)C)c1	10
96	Cc1cccc(NC(=O)CCC2CCCCC2)c1	3
97	COC(=O)c1ccc(COc2ccc3c(=O)c(Oc4cccc(C)c4)c(C(F)(F)F)oc3c2)cc1	0
98	COc1ccc(C2C3=C(N=CN(CCN4CCOCC4)C3N)Oc3ccccc32)cc1OC (configuration not stated)	-4
99	O=S(=O)(NCc1csc(Br)c1)c1ccc(Br)s1	-12
100	Cc1ccccc1OCC(=O)N1CCC(c2nc3ccccc3o2)CC1	0
101	CC(C)c1nc2cc(NC(=O)Cc3ccc([N+](=O)[O-])cc3)ccc2o1	-1
102	O=C(CN1C(=O)S/C(=C\c2cccn2-c2ccc(C(=O)O)cc2)C1=O)Nc1ccccc1F	-5
103	CC(=O)C1=CC[C@H]2[C@@H]3CC=C4C[C@@H](O)CC[C@]4(C)[C@H]3CC[C@]12C	12
104	CC(C)CCNc1nc(-c2ccc3c(c2)NC(=O)CO3)cs1	-2
105	COc1ccccc1NCC(=O)NC(C)(C#N)C(C)C (configuration not stated)	-11
106	CCCOc1cc(OCCC)c2c(=O)cc(-c3ccccc3)oc2c1	14
107	CCn1c(CCc2cccc(NC(=O)c3ccc(C#N)cc3)c2)nc2ccccc21	18
108	COc1ccc2c(C)c(CCC(=O)N3CCN(C(C)=O)CC3)c(=O)oc2c1	2
109	CN1C(=O)N(Cc2coc(-c3cccs3)n2)C(=O)C12CCCCC2	1
110	CNc1nc2c(c(=O)[nH]c(=O)n2C)n1Cc1cccc(Br)c1	10
111	CCC(CC)NC(=O)CSc1nc2cc(S(=O)(=O)N(C)C)ccc2o1	-11
112	Cc1ccc(C(=O)Sc2nc(C)cc(C)n2)cc1	7
113	Cc1ccc(-c2nn(-c3ccccc3)c(-c3ccc(C)cc3)c2C)cc1	6
114	O=C(CCCSc1nc2ccccc2s1)Nc1ccc(F)cc1	5
115	COc1ccc(-c2coc3cc(OCC(=O)Nc4ccccc4Cl)ccc3c2=O)cc1	-4
116	Cc1cccc(CNC(=O)Nc2ccc(N3CCCCC3)nc2)n1	-21
117	COc1ccc(-c2nn3c(CN4CCOCC4)nnc3s2)c(OC)c1	-6
118	Cc1c(NC(=O)C2(c3ccccc3)CC2)cccc1C(=O)N1CCc2sccc2C1	-1
119	COc1ccc(C2=NOC(C(=O)Nc3cc(C)nn3-c3ccccc3)C2)cc1 (configuration not stated)	2
120	O=c1[nH]c(-c2ccc(-c3cccc(F)c3)o2)nc2ccccc12	2

From entry 106 up to 107, copied from above:
no.	Structure	LDHA block
106	CCCOc1cc(OCCC)c2c(=O)cc(-c3ccccc3)oc2c1	14
107	CCn1c(CCc2cccc(NC(=O)c3ccc(C#N)cc3)c2)nc2ccccc21	18

(more compounds)
no.	Structure	LDHA block
121	C[N+]1(CC[N+]2(C)CCCCC2)CCCCC1	1
122	CC(C)(C)C(=O)NCCc1ccsc1	1
123	COc1ccc(NC(=O)N2CCN(Cc3ccc(C)cc3)CC2)cc1	5
124	Cc1scc(C(=O)NCc2cccnc2)c1C	2
125	Fc1ccc(N/N=C/c2ccc(Br)cc2)c(F)c1	0
126	COc1ccc(/C=C(/Cl)c2nc3ccccc3s2)cc1	0
127	CN(C)CCCNc1oc(-c2ccc([N+](=O)[O-])cc2)nc1C#N	-5
128	CN(Cc1ccccc1)C(=O)c1nc(-c2cccc3[nH]ccc23)no1	4
129	COc1ccc(C2=C(C)CC(c3ccccc3)NC2=O)cc1OC (configuration not stated)	-5
130	CC(C)c1noc(CN2CCN(C(=O)N3CCCCC3)CC2)n1	1
131	O=C(NCc1ccccc1)c1ccccc1Nc1ccccc1	11
132	Cc1sc(NC(=O)c2cc3ccccc3o2)c(C#N)c1C	-6

Some of the compounds tested; the hit share may differ from the screen's.
